KDM5B inhibitor – Primary screen for KDM5B Histone Demethylases FDH-coupled qHTS; Lysine-specific demethylase 5B (Homo sapiens), Q9UGL1; KDM5B demethylase, FDH-coupled NADH fluorescence (FDH is formaldehyde dehydrogenase); Potency, µM (series often up to 57.7 µM), without a hit: at the highest dose activity change, negative = inhibition, most hits filed as inhibitors; hit rate 2.6% among 220,000; AID 1347165, 2019; active = well fitted inhibition curve with a large enough effect; inconclusive = small, poorly fitted or top-dose-only effect; inactive = no such curve, though single readings can be large or run the other way; also: 0% is about no effect; nearly all actives have a fitted effect of over 70% in size
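Inhibition is measured as reduced NADH fluorescence generation from FDH coupling to formaldehyde release. Truncated KDM5BΔAP at 200 nM final acts on H3K4me3 peptide (12.5 µM in substrate mix) in pH 7.5 HEPES buffer with Tween-20, 30 min, room temperature.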
* = called active by the depositor; ? = inconclusive; & = joins results of further samples; [ ] = remark or other dose. Potency is read from the fitted curve at half-maximal effect.

canonical_smiles	KDM5B inhibitor
COc1ccc(Nc2sc(C(=O)c3ccc(Cl)cc3)c(N)c2C(N)=O)cc1	7%
COc1ccccc1N1CCN(C(=O)CSc2nnc3c(=O)n(-c4cccc(F)c4)ccn23)CC1	9%
CCc1cc(=O)oc2cc(OC(C)C(=O)NCc3cccnc3)c(Cl)cc12 (stereo not drawn)	-27%
COCCn1cc(C(=O)NCCc2ccccc2OC)ccc1=O	-8%
O=C(COc1ccccc1)Nc1ccc(C(=O)OCc2cc(=O)n3nc(C4CC4)sc3n2)cc1	19%
COc1ccc(C(=O)N2CCc3ccc(C(=O)O)cc32)cc1	14%
COc1ccccc1C(=O)N1CCCn2nc(C)c(-c3cccnc3N3CCOCC3)c21	2%[86.2 µM]
CN(CC1CCOCC1)C(=O)Cc1ccccc1Cl	-9%
CCn1ncc(N2CCC(NC(=O)c3ccc4c(c3)OCO4)CC2)cc1=O	-11%
Cc1cc(-c2ccc(S(=O)(=O)Nc3ccc(Br)c(C)c3)s2)on1	-3%
C=CCOc1cccc(C(=O)N2C[C@H](N)C[C@H]2C(=O)NC(C)C)c1	21%
Cc1ccc(NC(=O)C2CCN(S(=O)(=O)c3cccs3)CC2)c(O)c1	30%
Cc1cc(-c2cc3c(cn2)CN(Cc2ccc4[nH]ccc4c2)CCN3)ccn1	-11%[86.2 µM]
Cc1cc(C)c(S(=O)(=O)Nc2ccccc2C(=O)N2CCCC2)c(C)c1	6%
COC1CCN(C(=O)c2coc(COc3ccc(F)cc3Cl)n2)CC1	5%
O=C(Nc1cscc1S(=O)(=O)c1ccccc1)c1ccccc1Cl	4%
COc1ccc(N(CC(O)CN2CCOCC2)S(=O)(=O)c2ccccc2)cc1 (stereo not drawn)	13%
COC(=O)[C@H](CC(C)C)N1Cc2nnn(Cc3ccccc3)c2-c2cc(F)ccc2S1(=O)=O	10%
O=C(CCC1CCCC1)N1CCN(c2nc3ccccc3o2)CC1	-8%
CCCOC(=O)c1cn(C)nc1S(=O)(=O)N1CCSCC1	20%
CC(=O)N1CCC(C2CCN(C(=O)C3CC=CCC3)C2)CC1 (stereo not drawn)	-16%
COc1cccc(NC(=O)Cc2c(Cl)cccc2Cl)c1	-1%
O=C(O)CC1(Cc2nc3ccccc3s2)CCCC1	-1%
CC(=O)c1ccc(OCc2cc(C(=O)N3CCCCCCC3)no2)cc1	24%
Cc1ccc2c(c1)OC=CC(C(=O)Nc1ccc3oc(=O)ccc3c1)=C2	3%
COc1ccc(/C=C(/C#N)c2ccccc2F)c(OC)c1	-13%
Cc1ccc(NC(=O)Cc2n[nH]c(=O)c3ccccc23)cc1F	-8%
O=[S+]1([O-])NC2(CCCN(Cc3c(F)cccc3Cl)C2)COc2ccccc21 (stereo not drawn)	-4%[115 µM]
N#CCc1ccc(NC(=O)CNc2cccc(Br)c2)cc1	-11%
CCn1cc(C(=O)NCCN(CC(C)C)CC(C)C)c(=O)c2cc(S(=O)(=O)N(C)C3CCCCC3)ccc21	-14%

Filtered by structure: those above containing a COOH group
canonical_smiles	KDM5B inhibitor
COc1ccc(C(=O)N2CCc3ccc(C(=O)O)cc32)cc1	14%
O=C(O)CC1(Cc2nc3ccccc3s2)CCCC1	-1%

The main list resumes with the two entries that preceded the break.
canonical_smiles	KDM5B inhibitor
N#CCc1ccc(NC(=O)CNc2cccc(Br)c2)cc1	-11%
CCn1cc(C(=O)NCCN(CC(C)C)CC(C)C)c(=O)c2cc(S(=O)(=O)N(C)C3CCCCC3)ccc21	-14%
O=C(CCc1nc2ccccc2[nH]1)N1CCC(c2noc(-c3ccncc3)n2)C1 (stereo not drawn)	-16%
Cc1ccc(Nc2nc(-c3ccccc3)c(C(=O)Nc3cccnc3)s2)c(C)c1	?
CCn1c(C(=O)NC2CCN(CC(=O)NC3CC3)CC2)cc2ccccc21	-17%
Cc1nc2c3c(C)c(C)n(Cc4cccnc4)c3ncn2n1	?
CCOc1cccc(-c2nc(C(=O)Nc3ccc(OC)cc3)cs2)c1	?
CNC(=O)c1cccc2nc3ccccc3nc12	4%
CCOC(=O)c1ccc(NC(=O)NCCOCCn2c(=O)oc3ccccc32)cc1	-14%
Cc1ccc(Cl)cc1N(C)C(=O)c1cnc(N2CCOCC2)c2ccccc12	0%&-27%
Cn1c(=O)[nH]c(=O)c2c1nc(N1CCN(CC(N)=O)CC1)n2Cc1ccccc1	10%
CC(=O)N1CCCc2cc(S(=O)(=O)N(C)CC(=O)Nc3cccc(Cl)c3C)ccc21	1%
COc1ccc(-c2nc(CCNC(=O)c3cc(OC)c(OC)c(OC)c3)cs2)cc1	?
O=C(c1cc(F)ccc1Cl)N1CCC2(CC1)CC(O)CCO2 (stereo not drawn)	14%
CN1CCN(c2nc3c(c(=O)n(C)c(=O)n3C)n2CC(=O)c2ccc(Cl)cc2)CC1	-2%
COc1ccc(C2(C(=O)N3CCC(C(=O)N4CCCCCCNC(=O)CC4)CC3)CC2)cc1	-7%
COc1ccc2[nH]c3c(c2c1)CCN(C)C31CCN(C(=O)c2ccccn2)CC1	?
Cc1nc(N2CC[C@@H](NC(=O)c3cnccn3)[C@H](O)C2)c2ccsc2n1	26%
O=C(COc1ccc2c(-c3ccc(F)cc3)noc2c1)OCc1ccccc1	44%[activator]
CC(=O)Nc1ccc(S(=O)(=O)N[C@H]2CO[C@H]3[C@@H]2OC[C@@H]3n2nnnc2-c2ccc3c(c2)OCO3)cc1	?
Cc1ccc(S(=O)(=O)N2CCC(C(=O)NCc3ccccc3Cl)CC2)cc1	9%
CCn1cc(CN2CC[C@@H]3CN(S(C)(=O)=O)[C@@H]3C2)c(C)n1	17%
NC(=O)C1CCN(C(=O)C2CCN(S(=O)(=O)Cc3ccccc3Cl)CC2)CC1	19%
CC(C)(C)NC(=O)Cn1c(SCC(=O)NC2CCCC2)nc2ccccc21	18%
O=C(Nc1ccccn1)C1CC(=O)N(c2n[nH]c3ccccc23)C1 (stereo not drawn)	-7%
Cc1ccc(N(C)/N=C/c2ccc(Cl)cc2Cl)nn1	?
CCC(CC)C(=O)NC1CCN(c2cnn(CC)c(=O)c2)CC1	0%
COc1nc2ccccc2nc1N1CCC(C(=O)Nc2ccc(C)c(Cl)c2)CC1	3%
CNC(=O)c1cc(S(=O)(=O)NCc2ccncc2)ccc1OC	23%
CN1CCC(NC[C@H]2COCc3nc4cc(C(F)(F)F)ccc4n32)CC1	13%[86.2 µM]
COc1cc(OC)cc(C(=O)Nc2ccc3c(c2)CN(Cc2ccc4c(c2)OCO4)C(=O)C(C)O3)c1 (stereo not drawn)	?
O=C(COc1ccccc1)N1CCC2(CC1)CN(Cc1ccccc1)CC2CO (stereo not drawn)	-28%
O=C(OCC(=O)N1CCc2ccccc21)c1cc([N+](=O)[O-])ccc1Cl	-11%
Cc1cccc(NC(=O)CSc2ncc(-c3ccccc3)[nH]2)c1C	-37%
Cc1ccc(-c2nnc3ccccc3c2C(=O)Nc2ccc(F)cc2)cc1	-16%
CSc1ncc(C(=O)Nc2ccccc2C(=O)c2ccccc2)c(C(F)(F)F)n1	-15%
Cc1noc2nc(-c3ccccc3F)cc(C(=O)NCc3ccccc3)c12	?
CCc1ccc(NC(=O)CC2C(=O)N(c3ccc(C)cc3)C(=O)N2C2CCCC2)cc1 (stereo not drawn)	-20%
Cc1ccc(C(=O)n2nc(C)c(S(=O)(=O)N3CCOCC3)c2C)cc1	-21%
O=C(c1ccccc1OCc1nc(-c2ccccc2)no1)N1CCC(N2CCCCC2)CC1	-1%
COCCn1ncc(N2CCC(C(=O)NCC3CCCCC3)C2)cc1=O (stereo not drawn)	7%
N#Cc1cccc(NC(=O)c2ccc3c(c2)OCCCO3)c1	-14%
CC(C)(C)C(=O)NC1CCN(c2cn[nH]c(=O)c2)CC1	-21%
Cc1cc(C)cc(NC(=O)CN2C(=O)COc3ccc(S(=O)(=O)Nc4ccccc4)cc32)c1	-6%
CCOc1nccnc1NC1CCN(C(=O)c2ccc(C)s2)CC1	28µM*
O=C(NC(=S)Nc1cccnc1Cl)c1ccc(Cl)cc1	?
CCOC(=O)c1c(S(=O)(=O)Nc2cc(Cl)ccc2OC)c(C)n(C)c1C	-6%
O=S(=O)(c1ccccc1)n1nc(-c2ccco2)nc1NCc1ccccc1	?
N#C/C(=C\C=C\c1ccccc1)c1nc2ccccc2[nH]1	?
Cc1cc(-c2ccccc2)nc(N/N=C/c2ccc(N(C)C)cc2)n1	-10%
Cc1c(C)c2ccc(OCC(=O)NC3CC(C)(C)NC(C)(C)C3)c(C)c2oc1=O	?
COc1ccc(C(=O)N2CCOCCNC(=O)[C@H]3CCCC[C@H]32)c(OC)n1	1%
COCCN1C(=O)c2ccccc2C(C(=O)NCc2ccccc2F)C12CCCCC2 (stereo not drawn)	-26%
Cc1cc(SCC(=O)N(CCC#N)c2ccccc2)nc2ccccc12	4%
Cc1ncnc(N2CCC(Oc3ccc4ccccc4c3)(C(=O)O)CC2)c1C	-28%
O=Cc1c(-c2ccccc2)[nH]c2ccccc12	-5%
CC(=O)Nc1ccc(NC(=O)c2cccc(CN3CCCC(C#N)C3)c2)cc1 (stereo not drawn)	19%
O=C1CCN(C(=O)C2CCN(S(=O)(=O)Cc3ccccc3)CC2)CCCCCCN1	-22%
CCOC(=O)Cc1[nH]nc2c1C(Cc1ccccc1)C(C#N)=C(N)O2 (stereo not drawn)	3%
Cc1csc(C(=O)O)c1NC(=O)c1c(Cl)cccc1Cl	-2%
CCOc1ccccc1CN1CCC2(CCN(CCc3ccc(OC)cc3)CC2)Oc2ccccc21	?
CSc1nc(N)n2nc(-c3ccc(Cl)cc3)cc2n1	26%

Further results follow:
canonical_smiles	KDM5B inhibitor
O=C1CCCC2=C1C(c1ccsc1)CC(=O)N2c1cccc(C(F)(F)F)c1 (stereo not drawn)	21%
CC(C)NS(=O)(=O)c1ccc2c(c1)nc(-c1ccc(CO)o1)n2C(C)C	?
CN1CCN(C2(CNC(=O)COc3ccc4ccc(=O)oc4c3)CCCCC2)CC1	-20%
COc1cccc(-c2nc(CS(=O)(=O)CC(=O)Nc3cc(F)ccc3F)c(C)o2)c1	4%
O=C1CC(c2ccccc2)N(C(=O)C2CC2)CCCN(C(=O)NCc2ccccc2)CCN1 (stereo not drawn)	-18%
O=c1[nH]c(=O)n(CCc2ccccc2)c2nccc(-c3ccc(F)cc3)c12	2%
O=C1CC(c2ccccc2)N(C(=O)CNC(=O)C2CC2)CCCCCCN1 (stereo not drawn)	26%
Cc1cccc2cc(/C=N/NC(=O)c3ccncc3)c(Cl)nc12	?
Cc1c(C(=O)Nc2nccs2)[nH]c2c1C(=O)CCC2	-8%
COCC(=O)N1C[C@@H]2C(=O)N(CCc3ccccc3)C(=O)[C@@H]2C1	24%
N#Cc1ccc(CNC(=O)[C@@H]2Cc3nc[nH]c3CN2Cc2ccc(C(F)(F)F)cc2)cc1	-19%
COc1ccc(NC(=O)CN2C(=O)C(C)(C)c3ccccc32)cc1Cl	-10%
CCCCCCNC(=O)c1cccc(NC(=O)c2ccccc2)c1	30%
CCCS(=O)(=O)N1CCC(Cc2ncc(C)n2Cc2ccc(F)cc2)CC1	19%
CCCCN(C)C(=O)c1cccc2c1CCN2C(=O)Nc1ccc(OC)cc1	0%
Cc1ccc(C(=O)N2CCCC3(CCNCC3)CC2)c2ccccc12	-3%
Cc1cc2oc(=O)cc(CSc3cccc(C(F)(F)F)c3)c2cc1C(C)C	-7%
CC(=O)NNC(=S)Nc1ccc(Br)cc1Cl	29%
COCCn1nc2n(c1=O)CCN(Cc1sccc1C)CC2	-10%
O=C(CCc1nnn2c1CN(C(=O)NC1CCCC1)CC2)N1CCCC1	20%
Cc1cnc(C(=O)N2CCC3(CC2)CC(N2CCN(c4ccccn4)CC2)CCO3)cn1 (stereo not drawn)	-12%
COc1cc(C(=O)NCC(c2ccc3c(c2)OCO3)N2CCOCC2)cc(OC)c1OC (stereo not drawn)	-22%
CCN(CC)C1CCOC2(CCN(C(=O)c3cccnc3C)CC2)C1 (stereo not drawn)	3%
CCCCOc1ccc(C(=O)N(Cc2ccc(C(C)C)cc2)C2CCS(=O)(=O)C2)cc1 (stereo not drawn)	-19%
COc1ccc(-c2c(C)oc3cc(OC(=O)c4cccs4)ccc3c2=O)cc1	1%
O=S(=O)(Nc1cccc(-c2ccc(N3CCOCC3)nn2)c1)c1cc(C(F)(F)F)ccc1Cl	?
Cc1cc(C)n(CC(=O)NCC(=O)N2CCCCCCNC(=O)CC2c2ccccc2)n1 (stereo not drawn)	22%
CCn1ncc(N2CCC(NC(=O)c3ccc(C)cc3C)CC2)cc1=O	0%
Cc1ccc(NC(=O)N2CCc3c(c4cc(F)ccc4n3C)C2)cc1	14µM*
Nc1nc(C2CC(N)C2)cc(N2CC(c3nc4ccccc4[nH]3)C2)n1 (stereo not drawn)	17%
Cc1ccccc1COC(=O)CSc1cnc2ccccc2n1	13%
O=C(NCc1ccccc1)c1cc2sccc2n1Cc1ccc(F)cc1	-25%

Single values from the results shown:
CCCCCCNC(=O)c1cccc(NC(=O)c2ccccc2)c1 in KDM5B inhibitor is listed with 30%
COCCn1nc2n(c1=O)CCN(Cc1sccc1C)CC2 in KDM5B inhibitor is listed with -10%
COc1cc(C(=O)NCC(c2ccc3c(c2)OCO3)N2CCOCC2)cc(OC)c1OC (stereo not drawn) in KDM5B inhibitor is listed with -22%

Only part of the results is shown (hit frequency here may not be typical).
